# Assay outcomes deposited in PubChem BioAssay by several laboratories.
# ADAM17 inh = ADAM17 inhibition, QFRET primary screen; recombinant ADAM17, EDANS/DABCYL FRET peptide cleavage; inhibition, % at 6.95 µM; actives 0.83% (n = 370,000);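 active = inhibition above the mean of compounds lying between control limits plus 3 SD, set per campaign, cut at about 8.5% in these data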;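 note: 0% = DMSO-only wells as the low control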
# Target sequence (P78536 215-824 limits assumed): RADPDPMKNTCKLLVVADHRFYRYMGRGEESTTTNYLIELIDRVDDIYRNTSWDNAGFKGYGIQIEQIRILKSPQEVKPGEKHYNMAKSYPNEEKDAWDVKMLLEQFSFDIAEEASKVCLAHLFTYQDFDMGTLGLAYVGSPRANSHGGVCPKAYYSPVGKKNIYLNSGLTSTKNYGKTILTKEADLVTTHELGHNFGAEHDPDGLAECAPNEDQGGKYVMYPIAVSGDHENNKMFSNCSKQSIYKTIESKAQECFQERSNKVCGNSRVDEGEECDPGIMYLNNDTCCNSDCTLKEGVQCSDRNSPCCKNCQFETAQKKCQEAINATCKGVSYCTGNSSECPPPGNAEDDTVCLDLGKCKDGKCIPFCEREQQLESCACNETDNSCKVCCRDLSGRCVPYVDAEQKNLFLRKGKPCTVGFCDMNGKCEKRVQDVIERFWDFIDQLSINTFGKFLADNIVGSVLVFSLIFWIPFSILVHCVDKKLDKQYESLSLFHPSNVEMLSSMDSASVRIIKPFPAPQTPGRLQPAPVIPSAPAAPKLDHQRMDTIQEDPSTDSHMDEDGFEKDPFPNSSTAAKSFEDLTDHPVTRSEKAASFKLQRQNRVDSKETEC
# MBD2 DNA inh = inhibitors of human MBD2 binding to methylated oligonucleotide; Q9UBB5; TR-FRET; inhibition, % at 4.4 µM; actives 0.31% (n = 370,000); AID 686964; in the data active = inhibition above about 13%
# ssDAF12 agonist = S. stercoralis DAF-12 activation, primary screen | HEK293 ssDAF-12/GRIP1 lit1-tk-luc reporter, luminescence; % of 3 µM dafachronic acid response | activation, % at 6.8 µM | actives 1% (n = 370,000) | AID 652126;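 active = activation above the mean over all tested compounds plus 3 SD, cut at about 0.9% in these data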;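 note: 0% = DMSO-only wells and 100% = 3 µM delta7-dafachronic acid wells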
# hgDAF-12 ag = activates the H. glycines DAF-12 receptor ligand-binding domain. activation, % at 6.8 µM. HEK293 GAL4-hgDAF12 UAS-luciferase reporter, agonist luminescence; normalized to butyrate control. actives 1.8% (n = 370,000). AID 687014;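 active = activation above a cutoff set at the mean of all screened compounds plus 3 SD, cut at about 10% in these data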;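 note: 0% = DMSO wells and 100% = sodium butyrate wells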
# PLC-gamma1 inh = PLC-gamma1 (human) inhibition, primary screen; purified PLC-gamma1, fluorogenic substrate, fluorescence; inhibition, % at 12.2 µM; actives 0.84% (n = 370,000); AID 720700; in the data active = inhibition above about 9.5%
# NR1D1 modulator = modulators of human Rev-erb alpha DNA binding | AID 1259318 | activity, % at 10 µM | Rev-erbα–FITC-DNA binding, fluorescence polarization, 90 min | actives 0.79% (n = 370,000) | P20393;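 active = activity above about 14%, limit read from the data; passing the limit was not always enough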;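 note: 0% = DMSO wells with 35 nM protein and 100% = DMSO wells with 750 nM protein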
# DAX1 inh-1 = blocks DAX1 repression of SF-1 activated StAR promoter; AID 652010; inhibition, % at 6.8 µM; HEK293T StAR-luciferase reporter, SF-1/DAX-1 repression relief; actives 1.1% (n = 370,000);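 active = inhibition above the mean over all tested compounds plus 3 SD, cut at about 3.6% in these data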;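 note: 0% = DAX-1 cells with DMSO and 100% = cells lacking DAX-1 with DMSO; higher inhibition means more luminescence from relief of DAX-1 repression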
# PLCb3 inh = blocks human PLC-beta3 enzyme activity. Q01970. Purified PLC-beta3, fluorogenic substrate, fluorescence. inhibition, % at 12.2 µM. actives 0.18% (n = 370,000). AID 720704; in the data active = inhibition above about 11%;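 note: 0% = median of compound wells on plate and 100% = full blocker control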
# SMARCA2 activ = SMARCA2 function activation, primary screen | actives 1% (n = 370,000) | MG213 cells, MMTV-luciferase reporter, dexamethasone, overnight | activation, % at 9.1 µM | AID 652017; in the data active = activation above about 7.8%;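 note: 0% = vehicle wells and 100% = reference activator wells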
# hcDAF-12 act = H. contortus DAF-12 activation, primary screen. actives 1.4% (n = 370,000). AID 652067. HEK293 hcDAF-12 lit1-tk-luc reporter, luminescence; 0% DMSO, 100% Δ7-dafachronic acid. activation, % at 6.8 µM;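 active = activation above the mean of all tested compounds plus 3 SD, cut at about 5.5% in these data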;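 note: 100% = response to 3 µM Δ7-dafachronic acid high control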
# DAX1 inh-2 = inhibits human nuclear receptor DAX1 | HEK293 Gal4-DAX1 luciferase reporter, luminescence | actives 0.99% (n = 340,000) | inhibition, % at 6.75 µM | AID 504766 | P51843;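 active = inhibition above the mean over all tested compounds plus 3 SD, cut at about 4.2% in these data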;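 note: 0% = DAX1-transfected cells with DMSO and 100% = empty-vector control cells with DMSO; inhibition shows as a rise in luminescence from relieved DAX1 repression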
# Target sequence (P51843 207-470 limits assumed): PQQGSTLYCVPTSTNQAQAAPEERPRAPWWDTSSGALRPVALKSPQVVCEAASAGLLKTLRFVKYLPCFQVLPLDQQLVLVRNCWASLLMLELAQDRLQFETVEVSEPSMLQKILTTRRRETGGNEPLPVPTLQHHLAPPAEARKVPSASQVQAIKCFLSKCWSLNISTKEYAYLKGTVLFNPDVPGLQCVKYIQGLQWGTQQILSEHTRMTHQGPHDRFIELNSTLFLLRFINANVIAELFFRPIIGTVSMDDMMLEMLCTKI
# Numbers without * were called inactive; / = no result given. Not a hit list, and some 7.4% of all compounds hit somewhere here.
cpd	Compound	ADAM17 inh	MBD2 DNA inh	ssDAF12 agonist	hgDAF-12 ag	PLC-gamma1 inh	NR1D1 modulator
1	COc1ccc(NC2CCCN(C(=O)c3c(C)noc3C)C2)cc1 (stereo not given)	-4	-2	-0.5	-4.0	3	-1
2	COc1ccc(S(=O)(=O)Nc2ccccc2SC)cc1C	-2	-5	-1.5	0.8	0	-3
3	Cc1ccc(S(=O)(=O)N(C)c2ccc(OCC(=O)OCc3ccc(C#N)cc3)cc2)cc1	2	7	-0.2	0.4	3	1
4	CN1C(=O)N(CC(=O)Nc2ccc3c(c2)OCO3)C(=O)C12CCCCC2	-1	-3	-1.0	1.3	-5	-2
5	CC1CCCC(NC(=S)NC(=O)c2cncc(Br)c2)C1C (stereo not given)	0	-5	-1.5	-0.9	2	-1
6	CCOC(=O)c1c(NC(=O)COC(=O)c2ccncc2)sc(C)c1C	-2	1	-0.6	0.0	4	5
7	COc1cccc(CNC(=O)[C@H]2CCCN2C(=O)[C@H]2CCCN2C(=O)c2cccc3ccccc23)c1	0	-5	-0.9	-2.8	0	9
8	Cc1ccc(CC(=O)NCc2ccc(Cl)cc2)cc1	2	-3	-1.2	3.1	-4	2
9	Cc1ccc(Nc2ccc([N+](=O)[O-])cn2)cc1Cl	-7	10	-0.2	5.8	-18	3
10	CCOC(=O)C(=O)c1c(-c2ccc(C)cc2)nc2ccccn12	-2	-1	-1.5	-0.3	4	/
11	CC(C)(C)NC(=O)Nc1ccc(Br)cc1	3	-5	-1.2	7.3	0	-6
12	CCSc1ccc2cc(OC)ccc2[n+]1CC	-38	-6	-1.6	0.2	-36	2

cpd	DAX1 inh-1	PLCb3 inh	SMARCA2 activ	hcDAF-12 act	DAX1 inh-2
1	-1.1	-5	-1	-0.4	-0.1
2	0.6	0	-3	-1.6	-0.2
3	-1.3	-4	-2	-2.0	1.4
4	0.5	-4	3	0.9	0.8
5	0.9	6	-2	-1.5	1.4
6	0.2	-3	0	1.0	-0.4
7	-1.4	1	0	-3.0	/
8	-1.7	-2	-2	-3.2	-1.5
9	0.2	-20	0	-1.4	0.1
10	-0.2	-5	2	-0.6	-0.3
11	0.3	2	2	1.8	2.7
12	0.5	-34	-3	0.1	-0.1

# (continued)
cpd	Compound	ADAM17 inh	MBD2 DNA inh	ssDAF12 agonist	hgDAF-12 ag	PLC-gamma1 inh	NR1D1 modulator
13	COC(=O)[C@@H](Cc1c[nH]c2ccccc12)NC(=O)c1cc(=O)[nH]c2ccccc12	-11	5	-1.5	6.4	-3	6
14	CC1CCCCN1C(=O)COC(=O)c1cc(-c2cccs2)nn1-c1ccccc1 (stereo not given)	1	-4	-1.4	1.0	3	-3
15	Cc1ccc(Oc2ccccc2/C=N/O)cc1	3	-3	-1.0	3.1	-2	1
16	O=C(NC1CCCC1)C(c1cccnc1)N(C(=O)c1csnn1)C1CCCC1 (stereo not given)	5	-7	-1.6	-1.9	6	-2
17	CC(C)(C)C(=O)N1CCC[C@@]1(CO)C(=O)O	-1	1	-1.2	0.0	0	-8
18	CC1CC(C)CN(C(=O)c2cccc(S(=O)(=O)N3c4ccccc4CC3C)c2)C1 (stereo not given)	4	-4	-1.9	-3.3	0	3
19	COc1ccc(C(=O)NNC2=C(C(=O)C(F)(F)F)CCC2)cc1	2	-4	-0.8	6.9	2	2
20	CSCCC(NC(=O)c1cccc(C)c1)C(=O)NNC(=O)c1cccs1 (stereo not given)	-1	1	-0.3	-2.6	3	6
21	O=C(Cc1cccc2ccccc12)N/N=C/c1ccc(OC(=O)/C=C/c2ccco2)cc1	-2	-2	-1.1	3.5	0	-5
22	Cc1cccn2c(=O)c3cc(C(=O)NCCN4CCOCC4)c(=N)n(CCN4CCOCC4)c3nc12	-348	-7	-0.6	1.4	-188	-3
23	CCN(c1ccccc1)S(=O)(=O)c1ccc(OC)c(NC(=O)CNCCc2ccccc2)c1	2	-3	-2.3	-2.4	6	-9
24	NC(=O)C1CCCNC1 (stereo not given)	3	3	-1.9	-0.9	4	-1

cpd	DAX1 inh-1	PLCb3 inh	SMARCA2 activ	hcDAF-12 act	DAX1 inh-2
13	-0.3	-13	1	0.7	0.8
14	-1.4	-4	0	-1.0	-0.1
15	-0.6	-4	1	-1.7	-0.4
16	1.1	1	-2	-2.0	-1.0
17	0.1	0	-1	-2.0	1.4
18	-1.2	-6	-2	-0.3	-1.5
19	3.4	-2	0	-0.8	/
20	-0.5	-6	3	0.9	-0.4
21	0.1	-2	0	-0.8	0.1
22	0.3	-292	-1	0.9	-0.4
23	-1.0	-5	-4	-2.3	-1.2
24	0.0	-3	-4	-0.3	0.0

# Next structures follow:
cpd	Compound	ADAM17 inh	MBD2 DNA inh	ssDAF12 agonist	hgDAF-12 ag	PLC-gamma1 inh	NR1D1 modulator
25	Cc1ccc(NC(=O)CC(C)S(=O)(=O)c2ccc3c(c2)NC(=O)CO3)c(Cl)c1 (stereo not given)	0	3	-0.9	-0.5	4	-1
26	Cc1cccc(C)c1-n1nnnc1C1(C)CCC(=O)N1CC1CCCCC1 (stereo not given)	-4	9	-1.4	0.3	0	15
27	CCOC(=O)COc1cc(N)c(Cl)cc1Cl	1	-2	0.1	2.2	4	5
28	CCOC(=O)C1CCCN(C(=O)C(CCSC)NC(=O)COc2ccccc2)C1 (stereo not given)	-1	3	-1.2	-1.9	1	0
29	CCCn1nc2cc(C(=O)NCC34CC5CC(CC(C5)C3)C4)ccc2c1OCC	-155	-2	-1.7	0.5	-252	2
30	CCOC(=O)N1CCN(C(=O)CCC2CCCC2)CC1	-1	-2	-0.8	-3.5	-2	-3
31	COc1ccc(/C=C/c2nc3ccccc3c(=O)o2)cc1	-1	-5	-3.1	-13	-6	7
32	C=CCn1cc(C(=O)NCCN(CC)CC)c(=O)c2cc(S(=O)(=O)N3CCCCCC3)ccc21	0	-1	-1.7	0.2	3	-3
33	O=C(COC(=O)c1cnccn1)c1ccc(Cl)c([N+](=O)[O-])c1	-5	1	-0.5	0.6	2	9
34	CC(C)n1nc(C(=O)Nc2nnc(SCc3c(Cl)cccc3Cl)s2)c2ccccc2c1=O	1	-3	-0.9	-1.9	1	2
35	Oc1ccc(NCc2ccccc2OCc2ccccc2)cc1	1	-10	-1.1	-4.4	-60	-1
36	COc1ccc2cc(C3(C)NC(=O)N(CC(=O)N4CCCCC4)C3=O)ccc2c1 (stereo not given)	-8	-1	-1.4	-2.0	0	-2

cpd	DAX1 inh-1	PLCb3 inh	SMARCA2 activ	hcDAF-12 act	DAX1 inh-2
25	-0.3	-5	0	1.1	0.3
26	-0.9	-4	-4	1.0	/
27	0.6	-1	1	1.4	-1.0
28	0.9	-6	-1	-1.5	0.5
29	-0.2	-397	1	-1.8	-0.5
30	-0.1	1	-3	-1.4	1.2
31	-9.1	-15	-6	-7.7	-6.4
32	2.4	-1	-3	-0.3	0.4
33	-0.4	-6	-4	5.6	0.3
34	1.2	-4	-2	-2.0	-0.2
35	0.4	-72	-3	-3.2	-1.3
36	4.1*	-6	-3	0.6	-1.3

# 7 of the compounds above, as tab-separated lines:
item	smiles	ADAM17 inh	MBD2 DNA inh	ssDAF12 agonist	hgDAF-12 ag	PLC-gamma1 inh	NR1D1 modulator	DAX1 inh-1	PLCb3 inh	SMARCA2 activ	hcDAF-12 act	DAX1 inh-2
30	CCOC(=O)N1CCN(C(=O)CCC2CCCC2)CC1	-1	-2	-0.8	-3.5	-2	-3	-0.1	1	-3	-1.4	1.2
31	COc1ccc(/C=C/c2nc3ccccc3c(=O)o2)cc1	-1	-5	-3.1	-13	-6	7	-9.1	-15	-6	-7.7	-6.4
32	C=CCn1cc(C(=O)NCCN(CC)CC)c(=O)c2cc(S(=O)(=O)N3CCCCCC3)ccc21	0	-1	-1.7	0.2	3	-3	2.4	-1	-3	-0.3	0.4
33	O=C(COC(=O)c1cnccn1)c1ccc(Cl)c([N+](=O)[O-])c1	-5	1	-0.5	0.6	2	9	-0.4	-6	-4	5.6	0.3
34	CC(C)n1nc(C(=O)Nc2nnc(SCc3c(Cl)cccc3Cl)s2)c2ccccc2c1=O	1	-3	-0.9	-1.9	1	2	1.2	-4	-2	-2.0	-0.2
35	Oc1ccc(NCc2ccccc2OCc2ccccc2)cc1	1	-10	-1.1	-4.4	-60	-1	0.4	-72	-3	-3.2	-1.3
36	COc1ccc2cc(C3(C)NC(=O)N(CC(=O)N4CCCCC4)C3=O)ccc2c1 (stereo not given)	-8	-1	-1.4	-2.0	0	-2	4.1*	-6	-3	0.6	-1.3

# The listing continues:
cpd	Compound	ADAM17 inh	MBD2 DNA inh	ssDAF12 agonist	hgDAF-12 ag	PLC-gamma1 inh	NR1D1 modulator
37	CCC(=O)N1C(C(=O)O)CSC1c1ccc(OC)cc1 (stereo not given)	-2	-1	-1.3	-1.3	1	0
38	COc1cc(C(=O)N2CC(C)OC(C)C2)c([N+](=O)[O-])cc1OC (stereo not given)	1	2	-0.5	0.2	5	5
39	O=[N+]([O-])c1ccc(/C=N/NC2=NS(=O)(=O)c3ccccc32)cc1	-3	4	-0.9	-1.6	2	-1
40	O=C(CSc1nnc(-c2ccccc2)n1C1CCCCC1)Nc1ccc(S(=O)(=O)Nc2ccccn2)cc1	-3	0	-0.8	2.2	-3	-3
41	COc1ccc(C2SCCN2S(=O)(=O)c2ccccc2)cc1OC (stereo not given)	3	-2	-1.4	-4.5	7	-1
42	CCn1c(C)c(C(C)=O)c(N2CCN(C(=O)c3ccco3)CC2)nc1=S	-2	-4	-0.9	1.2	2	-4
43	COc1ccccc1NC(=O)c1cc([N+](=O)[O-])ccc1N1CCOCC1	-1	0	0.8	2.7	3	0
44	Cc1ccc(N2C(=O)CSCC2=O)cc1	2	-2	-1.1	-0.1	4	-2
45	CCC(=O)Nc1ccc(S(=O)(=O)NC[C@H]2O[C@@H](n3cc(C)c(=O)[nH]c3=O)C[C@@H]2O)cc1	-3	3	-0.7	1.3	1	-5
46	O=C(Nc1ccccc1)N(Cc1ccccc1)C1=NCCS1	-1	-5	-1.0	-1.6	2	/
47	CCOC(=O)c1ccccc1NC(=O)CSc1nnnn1C1CCCCC1	0	2	-1.2	-4.4	-1	-1
48	C[C@H](CO)N1C[C@H](C)[C@@H](CN(C)C(=O)Nc2ccccc2)Oc2ccc(NC(=O)Cc3ccccc3)cc2C1=O	-2	0	-1.6	-0.1	0	3

cpd	DAX1 inh-1	PLCb3 inh	SMARCA2 activ	hcDAF-12 act	DAX1 inh-2
37	-0.1	3	-1	-1.0	2.9
38	0.1	1	-3	-0.3	0.2
39	0.7	3	-1	0.8	-0.4
40	0.1	-7	0	-1.4	0.9
41	-0.9	4	1	-1.2	1.8
42	-0.6	-1	0	0.9	0.3
43	0.7	-4	1	2.1	-0.1
44	-0.2	1	2	1.2	-0.3
45	1.1	2	-3	-0.5	3.6
46	0.4	6	1	-1.2	0.3
47	0.1	-2	0	0.3	-0.9
48	1.4	2	1	0.8	1.7
